ABCB1 inh – inhibitors of human ABCB1 transporter, ABCG2 counter-screen; P08183; AID 1326; CCRF-Adr cells, JC-1 efflux, flow cytometry; inhibition, % at 6.6 µM; hit rate 0.067% among 190,000; in the data active means inhibition above about 40%;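 further: 0% = vehicle and 100% = reference inhibitor; higher value means more JC-1 retained so stronger ABCB1 efflux block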
RGS7-Gao – modulates binding of RGS7 to human Galphao; P09471; binding response (% of control), % at 10 µM; hit rate 0.35% among 220,000; Multiplexed bead flow cytometry; actives lie on both sides; in the data active means binding response below about 49% or above about 150%; inconclusive means no clear call, values can overlap the other calls; inactive means in between;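 further: fluorescent Galphao held in activated GDP-AlF4 state binding bead-coupled RGS7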
Pf gametocyte – inhibitors of late stage P. falciparum gametocyte viability; hit rate 0.065% among 150,000; inhibition, % at 10.9 µM; P. falciparum stage V gametocytes, ATP luminescence, 24 h;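 active means inhibition above the mean plus 3 SD of compounds within the control limits, set per campaign, cut at about 38% in these data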;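 further: 0% = DMSO wells and 100% = medium only without gametocytes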
GSH fluor – GSH bead compound fluorescence profile | GSH beads flow cytometry, compound fluorescence 488/530 nm; stronger effect = higher value | fluorescence (KMESF) at 10 µM | hit rate 0.25% among 190,000; in the data active means fluorescence above about 89;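 further: glutathione beads carrying GST-tagged Bcl family fusion proteins plus one bare bead set; values are compound well signal with DMSO vehicle wells as background; inactives centre near 16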
ABCG2 block – inhibitors of human ABCG2 transporter, ABCB1 counter-screen. AID 1325. IgMXP3 cells, JC-1 efflux, flow cytometry. hit rate 0.1% among 190,000. inhibition, % at 6.6 µM;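 active means inhibition above 80%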;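 further: 0% = DMSO and 100% = nicardipine control wells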
Target sequence (Q9UNQ0 whole entry, looked up): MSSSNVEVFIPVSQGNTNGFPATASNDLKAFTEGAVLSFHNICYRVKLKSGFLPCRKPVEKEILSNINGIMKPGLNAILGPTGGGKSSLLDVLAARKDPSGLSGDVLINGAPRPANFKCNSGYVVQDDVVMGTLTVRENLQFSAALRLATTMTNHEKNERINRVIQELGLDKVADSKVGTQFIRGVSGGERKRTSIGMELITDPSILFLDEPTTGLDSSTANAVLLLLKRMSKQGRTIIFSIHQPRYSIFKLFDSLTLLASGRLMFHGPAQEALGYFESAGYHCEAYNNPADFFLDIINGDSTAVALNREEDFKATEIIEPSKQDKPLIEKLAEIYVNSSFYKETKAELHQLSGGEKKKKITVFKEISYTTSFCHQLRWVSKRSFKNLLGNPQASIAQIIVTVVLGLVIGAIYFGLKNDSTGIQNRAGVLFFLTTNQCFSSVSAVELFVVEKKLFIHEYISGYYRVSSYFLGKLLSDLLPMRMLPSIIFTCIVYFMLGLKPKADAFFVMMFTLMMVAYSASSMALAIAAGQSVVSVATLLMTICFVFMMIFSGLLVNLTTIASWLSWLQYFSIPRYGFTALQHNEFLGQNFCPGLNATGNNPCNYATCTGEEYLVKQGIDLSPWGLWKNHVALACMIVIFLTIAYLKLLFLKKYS
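Assay system – ABCG2 IgMXP3 and barcoded ABCB1 CCRF-Adr cell mix · Input – 3 million cells/mL in well · Reagent – JC-1 fluorescent substrate · Compound – single test compound dose, 6.6 µM final · Timing – 10 min exposure at 25 °C with rotation, no wash · Detection – flow cytometry of retained JC-1 fluorescence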
Mcl-1 Bim block – inhibitors of Bim-Mcl-1 interaction, human | Bead-based flow cytometry, Bim peptide-Mcl-1 binding | hit rate 0.1% among 190,000 | Q07820 | inhibition, % at 10 µM; in the data active means inhibition above about 40%;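 further: 0% = no compound tracer wells and 100% = peptide blocker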
Target sequence (Q07820 whole entry, looked up): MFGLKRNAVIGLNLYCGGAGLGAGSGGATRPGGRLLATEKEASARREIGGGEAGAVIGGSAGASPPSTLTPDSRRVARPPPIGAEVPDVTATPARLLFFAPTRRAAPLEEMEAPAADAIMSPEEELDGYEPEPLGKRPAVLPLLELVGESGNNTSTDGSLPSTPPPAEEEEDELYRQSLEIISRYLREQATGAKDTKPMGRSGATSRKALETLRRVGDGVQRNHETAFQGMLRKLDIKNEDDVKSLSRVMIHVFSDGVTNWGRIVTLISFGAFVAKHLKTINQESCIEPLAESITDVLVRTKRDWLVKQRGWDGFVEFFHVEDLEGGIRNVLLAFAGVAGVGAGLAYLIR
RGS4-Gao reg – human RGS4-Galphao interaction regulation | binding response (% of control), % at 10 µM | P09471 | hit rate 0.33% among 220,000 | Multiplexed bead flow cytometry, RGS4-Galphao binding; actives lie on both sides; in the data active means binding response below about 49% or above about 150%; inactive means in between;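 further: fluorescent Galphao activated with aluminum fluoride binding bead-coupled RGS4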
Avidin bead fluor – compound fluoresces at 488/530 nm on avidin beads; fluorescence (KMESF) at 10 µM; AID 1775; hit rate 0.38% among 220,000; compound fluorescence 488/530 nm, flow cytometry; stronger effect = higher value; in the data active means fluorescence above about 47; further: inactives centre near 10
RGS8-Gao – regulators of human RGS8-Galphao interaction; P09471; multiplexed bead flow cytometry, RGS8-Galphao binding; actives lie on both sides; response (percent of control binding), % at 10 µM; hit rate 0.34% among 220,000; AID 1423; in the data active means response below about 60% or above about 140%; inactive means in between;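 further: Galphao activated as the GDP aluminium fluoride complex binding bead-coupled RGS8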
Mcl1 Noxa PPI – disrupts binding of human Mcl-1 to Noxa peptide; TR-FRET Mcl-1/Noxa peptide binding, 2 h; inhibition, % at 21.7 µM; hit rate 1.5% among 220,000; AID 1022;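 active means compounds that cut the protein-peptide binding signal by more than 50% relative to plate controls in a single-dose test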;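 further: His-tagged Mcl-1 with rhodamine Noxa BH3 peptide and terbium anti-His antibody; 0% = Mcl-1 plus Noxa peptide wells and 100% = peptide-only wells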
Mcl1 Bid PPI – Mcl-1/Bid interaction inhibition; Q07820; TR-FRET Mcl-1/Bid-Dy647 peptide binding, 1536-well; inhibition, % at 21.7 µM; hit rate 0.97% among 220,000;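 active means compounds that cut the binding signal by more than half at the single screening dose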;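 further: His-tagged Mcl-1 with europium anti-His antibody binding Bid BH3 peptide; 0% = Mcl-1 plus peptide wells and 100% = peptide-only wells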
* hit, by the source's call; ? = inconclusive; . = not tested or not shown. The order is random; about 3.3% have a hit in one of these screens.

Sample of the layout, twelve compounds:
SMILES	ABCB1 inh	RGS7-Gao	Pf gametocyte	GSH fluor	ABCG2 block	Mcl-1 Bim block	RGS4-Gao reg	Avidin bead fluor	RGS8-Gao	Mcl1 Noxa PPI	Mcl1 Bid PPI
Cn1cccc1C(=O)NC(=O)CSc1nnc(C2CC2)n1-c1ccccc1	0.5	84.5	-22.2	33	2.5	-2.0	83.9	5	88.8	-2.3	-24.3
COc1ccc(CN2CNc3nc4ccccc4n3C2)cc1	0.7	108.6	9.9	11	1.8	0.0	121.6	20	111.1	-53.8	-28.7
CCc1ccccc1Nc1cc(C(=O)NCc2ccccn2)c2ccccc2n1	5.4	99.1	12.4	9	6.0	1.0	101.6	18	100.5	0.3	-10.1
O=C(OC1C2CCC1C1CN(CCc3ccccc3)CC12)c1ccccc1 (stereo not given)	0.1	101.3	1.1	11	-2.0	-1.0	103.6	7	102.5	11.1	-20.4
CCc1ccc2c(c1)C(=O)c1ccccc1C2=O	0.7	100.6	.	12	14.0	0.0	101.9	9	104.7	17.2	1.7
O=C(Cc1ccccc1)NCC1CCCO1 (stereo not given)	-0.1	98.3	.	9	1.3	1.0	97.1	13	97.1	-0.1	-28.2
O=C(O)Cc1ccc2c(c1)N(S(=O)(=O)c1cccc(C(F)(F)F)c1)CC(C(=O)O)O2 (stereo not given)	0.6	98.6	.	20	1.0	-2.0	99.5	26	101.1	3.5	3.9
CC(=O)n1nc(-c2ccccc2)nc1NCc1cccs1	-0.1	100.5	-7.0	18	0.5	0.0	99.7	13	103.2	-6.2	-20.1
O=C(/C=C/c1ccccc1)OCCCCN=C1NS(=O)(=O)c2ccccc21	-0.2	100.6	.	10	0.9	-2.0	99.7	25	100.4	5.2	-5.8
C=CCc1cccc(/C=C/c2cc(=O)c3ccccc3[nH]2)c1O	-0.3	99.6	2.0	9	-0.7	-2.0	96.9	5	109.9	18.4	-38.0
O=C(NCc1ccccc1)c1ccc2c(c1)C(=O)N(Cc1ccncc1)C2=O	1.4	98.9	10.5	24	8.6	-4.0	100.4	12	102.8	14.1	-11.5
Cc1cc(NS(=O)(=O)c2ccc(NC(=O)/C=C/c3ccco3)cc2)nc(C)n1	.	?	5.7	.	.	.	102.0	4	101.5	9.0	-19.5

Results, repeating the preview:
SMILES	ABCB1 inh	RGS7-Gao	Pf gametocyte	GSH fluor	ABCG2 block	Mcl-1 Bim block	RGS4-Gao reg	Avidin bead fluor	RGS8-Gao	Mcl1 Noxa PPI	Mcl1 Bid PPI
Cn1cccc1C(=O)NC(=O)CSc1nnc(C2CC2)n1-c1ccccc1	0.5	84.5	-22.2	33	2.5	-2.0	83.9	5	88.8	-2.3	-24.3
COc1ccc(CN2CNc3nc4ccccc4n3C2)cc1	0.7	108.6	9.9	11	1.8	0.0	121.6	20	111.1	-53.8	-28.7
CCc1ccccc1Nc1cc(C(=O)NCc2ccccn2)c2ccccc2n1	5.4	99.1	12.4	9	6.0	1.0	101.6	18	100.5	0.3	-10.1
O=C(OC1C2CCC1C1CN(CCc3ccccc3)CC12)c1ccccc1 (stereo not given)	0.1	101.3	1.1	11	-2.0	-1.0	103.6	7	102.5	11.1	-20.4
CCc1ccc2c(c1)C(=O)c1ccccc1C2=O	0.7	100.6	.	12	14.0	0.0	101.9	9	104.7	17.2	1.7
O=C(Cc1ccccc1)NCC1CCCO1 (stereo not given)	-0.1	98.3	.	9	1.3	1.0	97.1	13	97.1	-0.1	-28.2
O=C(O)Cc1ccc2c(c1)N(S(=O)(=O)c1cccc(C(F)(F)F)c1)CC(C(=O)O)O2 (stereo not given)	0.6	98.6	.	20	1.0	-2.0	99.5	26	101.1	3.5	3.9
CC(=O)n1nc(-c2ccccc2)nc1NCc1cccs1	-0.1	100.5	-7.0	18	0.5	0.0	99.7	13	103.2	-6.2	-20.1
O=C(/C=C/c1ccccc1)OCCCCN=C1NS(=O)(=O)c2ccccc21	-0.2	100.6	.	10	0.9	-2.0	99.7	25	100.4	5.2	-5.8
C=CCc1cccc(/C=C/c2cc(=O)c3ccccc3[nH]2)c1O	-0.3	99.6	2.0	9	-0.7	-2.0	96.9	5	109.9	18.4	-38.0
O=C(NCc1ccccc1)c1ccc2c(c1)C(=O)N(Cc1ccncc1)C2=O	1.4	98.9	10.5	24	8.6	-4.0	100.4	12	102.8	14.1	-11.5
Cc1cc(NS(=O)(=O)c2ccc(NC(=O)/C=C/c3ccco3)cc2)nc(C)n1	.	?	5.7	.	.	.	102.0	4	101.5	9.0	-19.5
Nc1nc(SCc2ccc(Cl)cc2)ns1	0.0	102.9	.	25	2.3	-3.0	101.0	36	100.5	14.3	-7.2
CC(C)Oc1ccc(C(=O)NC(=S)N2CCOCC2)cc1	0.1	101.2	-19.7	13	0.0	0.0	98.6	3	96.8	10.2	-77.7
O=C1c2ccccc2C(=O)N1CC(O)CNc1ccc(Br)cc1 (stereo not given)	0.9	102.4	-22.1	10	10.8	-4.0	98.8	15	100.4	-5.3	-22.2
C/C(=C\C(=S)Nc1ccccc1)Nc1cccc2ccccc12	-0.2	104.2	.	21	-2.7	-9.0	103.2	5	106.8	22.2	-17.9
COC(=O)c1oc2nc(C)cc(C)c2c1N	0.3	103.2	-26.6	11	3.4	0.0	100.2	8	97.8	0.6	-30.9
Cn1cc(Br)c(C(=O)Nc2sc3c(c2C(N)=O)CCC3)n1	-0.3	99.7	-4.6	22	-0.1	-2.0	95.2	8	103.5	32.5	-25.4
O=C(CSc1ccccc1C(=O)O)NC1CCCCCCC1	0.1	92.1	-1.6	11	-0.8	0.0	94.6	13	98.4	6.4	-14.9
Cc1cc(N(CC(=O)O)S(C)(=O)=O)ccc1Br	2.0	91.5	.	13	-10.6	8.0	87.4	9	77.4	16.1	-19.3
CCCc1cn(S(=O)(=O)c2ccc(OC)cc2OC)nc1N	0.9	99.0	.	39	9.6	-1.0	100.9	7	99.8	0.9	-47.1
COC(=O)Cc1c(C)nc2nc(NCc3cccc([N+](=O)[O-])c3)[nH]n2c1=O	0.4	100.9	.	18	1.4	-3.0	106.7	38	104.7	10.5	-8.9
O=C(CCCCCn1c(SCC(=O)c2ccccc2)nc2ccccc2c1=O)NCc1ccco1	.	97.2	12.2	16	.	8.0	97.0	5	100.1	4.2	1.0
CN1CCN(Cc2c(O)ccc3c2oc(=O)c2ccccc23)CC1	2.4	99.2	.	22	31.6	-7.0	99.2	22	101.3	25.9	9.3
Cc1cccc2nc(COc3ccc(-c4ccccc4)cc3)cn12	0.4	99.8	.	25	1.7	1.0	100.4	11	101.7	13.3	-43.5
C=CCOc1ccc(Br)cc1/C=C1/SC(=Nc2ccc(C(=O)O)cc2)NC1=O	-0.6	101.5	-6.9	15	-1.6	-6.0	100.8	11	103.6	55.1*	-15.9
COc1ccc(Sc2nnc(Cc3ccccc3)c3ccccc23)cc1	1.1	94.9	.	24	22.2	-4.0	98.6	23	100.2	4.9	-2.0
O=C(Nc1ccc(F)cc1)c1cnc(-c2ccccc2)nc1-c1ccccc1	0.1	103.7	.	26	0.9	-1.0	102.4	8	100.9	16.8	-5.3
Cc1ccccc1NC(=S)N1CCN(Cc2ccc3c(c2)OCO3)CC1	-0.2	101.7	14.7	20	-1.1	-5.0	102.0	14	104.3	8.6	-39.1
COc1cc2c(cc1OC)C(c1cccs1)N(C(=O)c1cccnc1)CC2 (stereo not given)	0.6	?	-3.6	16	2.1	-1.0	97.1	9	98.9	16.1	-30.2
COC(=O)c1c(NC(=O)CSc2nc3ccccc3c(=O)n2-c2ccccc2)sc(C)c1C	3.7	98.8	-26.1	7	-1.3	2.0	99.6	11	99.4	-30.6	-26.2
C1CN=C(NC23CC4CC(CC(C4)C2)C3)C1	-0.2	101.3	3.4	24	1.9	-3.0	101.4	4	102.2	-1.1	-0.2
COc1ccc(CNC(=O)COC(=O)c2c[nH]c(=O)[nH]c2=O)cc1OC	-0.2	99.4	.	33	-0.1	-3.0	98.2	12	99.1	-1.7	-2.2
COc1ccc(OC)c(C(c2nnnn2Cc2ccco2)N2CCN(C)CC2)c1 (stereo not given)	0.5	98.0	-7.3	13	1.0	1.0	98.8	9	105.2	11.1	-16.1
CCn1c(CSc2ncccn2)nnc1SCC(=O)N1CCCCC1	0.1	96.8	8.5	10	0.1	0.0	97.0	8	101.8	7.6	-20.5
O=C(Nc1nnc(-c2ccc(Cl)s2)o1)C1CC1	-0.1	103.5	11.0	59	0.9	1.0	104.4	14	102.4	-1.3	-5.0
CCc1ccc(CCC(=O)Nc2nnc(CC)s2)o1	0.6	99.2	.	13	1.7	-4.0	100.9	10	99.9	5.8	-33.4
CC1CCCCN1C(=O)CSc1nc(-c2ccccc2)cc(=O)[nH]1 (stereo not given)	0.2	90.7	.	22	3.8	-1.0	85.7	18	95.5	18.1	11.1
COC(=O)Nc1ccc2c(c1)OCO2	-0.1	87.4	-12.6	100*	0.6	5.0	84.2	4	95.3	3.7	-16.0
CCOC(=O)Cc1cc(-c2ccc(O)cc2)nc2ccc3ccccc3c12	-0.4	95.3	.	27	4.8	18.0	93.4	8	92.6	9.0	-2.5
O=C(CC(=O)Nc1ccccn1)Nc1ccccn1	1.9	97.8	-8.3	27	9.9	-2.0	102.4	13	102.1	-4.9	-19.7
CC(C)CCOc1ccc(C(=O)O)cc1	-2.0	99.0	.	29	-2.5	-6.0	99.3	7	98.2	-9.1	-31.8
COc1cccc(-c2cc(C(=O)N3N=C(C)CC3(O)C(F)F)c3ccccc3n2)c1 (stereo not given)	1.1	102.0	-4.6	20	12.2	0.0	98.9	12	103.3	14.5	3.7
CCN1CCN(C(C(=O)NC2CCCCC2)c2ccc(Cl)cc2)CC1 (stereo not given)	0.3	109.3	.	31	2.2	-1.0	113.4	10	103.9	-14.5	-0.3

Screens from PubChem.
